# NPY-Y1 PAM-ag: human NPY-Y1 potentiation or agonism, primary screen | activation, % at 3.6 µM | P25929 | 220,000 tested, 0.37% active | NPY-Y1 expressing cells, potentiator/agonist activation; in the data active = activation above about 33%, passing the limit was not always enough;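 also: cells stimulated with NPY at EC10 then isoproterenol at EC100; 0% = low agonist plus stimulus and 100% = saturating agonist plus stimulus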
# Target sequence (P25929 whole entry, looked up): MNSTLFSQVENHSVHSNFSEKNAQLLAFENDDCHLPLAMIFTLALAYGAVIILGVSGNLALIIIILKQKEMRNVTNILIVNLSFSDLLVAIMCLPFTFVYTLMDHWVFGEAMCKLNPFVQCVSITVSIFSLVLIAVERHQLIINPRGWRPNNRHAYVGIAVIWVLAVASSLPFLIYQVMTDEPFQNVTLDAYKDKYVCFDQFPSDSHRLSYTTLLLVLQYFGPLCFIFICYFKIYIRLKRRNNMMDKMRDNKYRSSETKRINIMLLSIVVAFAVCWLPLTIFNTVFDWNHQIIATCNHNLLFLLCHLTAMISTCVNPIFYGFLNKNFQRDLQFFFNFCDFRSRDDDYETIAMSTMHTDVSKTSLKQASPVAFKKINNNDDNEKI
# 14-3-3 Bad PPI: disrupts binding of bovine 14-3-3 zeta to phospho-Bad peptide. 220,000 tested, 0.71% active. inhibition, % at 21.7 µM. AID 781. P63103. TR-FRET 14-3-3zeta/Dy647-pBad peptide displacement, 1 h;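 active = inhibition above about 70%, limit read from the data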;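 also: 0% = full 14-3-3 plus peptide FRET controls and 100% = background without 14-3-3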
# Target sequence (P63103 whole entry, looked up): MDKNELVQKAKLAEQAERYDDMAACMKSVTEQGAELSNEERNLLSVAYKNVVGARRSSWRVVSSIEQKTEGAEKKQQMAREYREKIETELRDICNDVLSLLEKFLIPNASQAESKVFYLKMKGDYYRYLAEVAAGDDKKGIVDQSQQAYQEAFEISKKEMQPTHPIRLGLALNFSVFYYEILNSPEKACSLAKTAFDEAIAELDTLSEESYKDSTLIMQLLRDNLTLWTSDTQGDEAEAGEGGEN
# PPC-1+TRAIL kill: kills PPC-1 cancer cells in the presence of TRAIL; PPC-1 cells + TRAIL, ATPLite viability luminescence; cell killing (% activity), % at 4 µM; 220,000 tested, 0.41% active; AID 1443;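 active = cell killing above 50% in the first pass at 4 µM, then a duplicate retest at 5 µM averaging 50% or more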;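 also: plate controls were cells with TRAIL plus DMSO for no effect and medium-only wells lacking cells for full effect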
# EP2 antag: blocks the human prostaglandin E2 receptor EP2 | inhibition, % at 25 µM | C6 glioma cells expressing human EP2, cAMP TR-FRET; cells stimulated with saturating PGE2 | 260,000 tested, 0.52% active;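 active = percent inhibition above 40 after rounding to a whole number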;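 also: rat C6 glioma host cells with rolipram phosphodiesterase inhibitor present; the protocol text gives 20 µM as final concentration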
# Target sequence (P43116 whole entry, looked up): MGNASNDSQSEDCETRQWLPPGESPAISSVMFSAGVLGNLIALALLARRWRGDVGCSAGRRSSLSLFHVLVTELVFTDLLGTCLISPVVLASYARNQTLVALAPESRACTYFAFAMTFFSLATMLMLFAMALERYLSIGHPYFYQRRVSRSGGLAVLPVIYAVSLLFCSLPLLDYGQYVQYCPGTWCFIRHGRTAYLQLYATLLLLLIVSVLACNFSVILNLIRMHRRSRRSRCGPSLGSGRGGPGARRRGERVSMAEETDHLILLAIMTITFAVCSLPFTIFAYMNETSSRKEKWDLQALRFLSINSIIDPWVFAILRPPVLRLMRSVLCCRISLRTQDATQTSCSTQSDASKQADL
# EP2 mod: modulators of human EP2 prostaglandin E2 receptor | AID 940 | P43116 | EP2-expressing cells, cAMP HTRF FRET, PGE2 co-stimulation | induction, % at 25 µM | 260,000 tested, 0.83% active;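 active = compounds whose cAMP rise, as percent of the full-agonist control response, exceeds 60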;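 also: rat C6 glioma line stably carrying human EP2 under a CMV promoter; the protocol text gives 20 µM as final concentration; 100% = response of wells given 1 µM PGE2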
# TRPML3 agonist: activates the human TRPML3 channel. Q8TDD5. AID 1448. activation, % at 3 µM. HEK293 TRPML3-YFP, Fluo-8 calcium fluorescence; 100% = the carbachol control signal. 220,000 tested, 0.29% active;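 active = activation above its plate's cutoff, the mean activation of the plate's test wells plus 3 SD, cut at about 12% in these data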;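 also: 0% = DMSO only wells and 100% = carbachol wells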
#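 Test system: TRPML3-YFP stable HEK293 cells. Doses: single point at 3 µM. Incubation: dye loading 1 h 37 °C then 30 min ambient, 125 s read. Signal: Fluo-8 calcium dye fluorescence, ex 470-495, em 515-575 nm. Measure: percent activation from peak-to-basal fluorescence ratio, scaled between DMSO and carbachol.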
# NPY-Y1 antag: NPY-Y1 (human) receptor antagonism; P25929; HEK293-CNG Y1 cells, membrane potential fluorescence; NPY at EC95, then isoproterenol; inhibition, % at 3.6 µM; 200,000 tested, 1% active; AID 1040;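 active = inhibition above the campaign mean inhibition of all tested compounds plus 3 SD, cut at about 20% in these data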;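 also: 0% = DMSO wells given NPY plus isoproterenol and 100% = isoproterenol alone without NPY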
#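 Benchmarks – high control isoproterenol alone, low control NPY with isoproterenol · Material – HEK293 Y1/CNG channel cell line · Times – dye 3 h, compound 60 min room temperature, stimulation 45 min · Probe or stimulus – NPY (25 nM), isoproterenol (1 µM), Ro 20-1724 (25 µM) · Evaluation – % inhibition of NPY effect · Signal – fluorescence, membrane potential probe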
# CHOP inhibitor: blocks CHOP induction under ER stress | 220,000 tested, 3.8% active | inhibition, % at 10 µM | CHO-K1 CHOP-promoter luciferase, tunicamycin-induced, 15-18 h;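 active = compounds that reduced the stress-induced luciferase reporter signal by more than about 70% of percent inhibition, limit read from the data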;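 also: 0% = tunicamycin plus vehicle and 100% = wells without tunicamycin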
# TRPN1 ag: activates the zebrafish TRPN1 channel. HEK293 zebrafish TRPN1-YFP, Fluo-8 calcium fluorescence; 100% = response to 87 µM carbachol. activation, % at 3 µM. 220,000 tested, 0.18% active;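 active = activation above its plate's cutoff, the mean activation of test wells on that plate plus 3 SD, cut at about 19% in these data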;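 also: 0% = DMSO alone and 100% = 87 µM carbachol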
#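 Control set: carbachol 87 µM as high control, DMSO as low control; system: HEK293 stable line with zebrafish TRPN1-YFP; read-out: % activation versus carbachol response; detection: intracellular calcium fluorescence with Fluo-8; doses: single test compound dose, 3 µM nominal, 0.3% DMSO; schedule: dye 1 h 37 °C plus 30 min RT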
# An asterisk follows results filed as active; / = not tested or not shown; & = joins results of further samples; [ ] = another dose, or the depositor's remark.
SMILES,NPY-Y1 PAM-ag,14-3-3 Bad PPI,PPC-1+TRAIL kill,EP2 antag,EP2 mod,TRPML3 agonist,NPY-Y1 antag,CHOP inhibitor,TRPN1 ag
Cc1ccc(N/C=C/C(=O)c2ccccc2)cc1C,19,-26,45,9,-26,-0.7,3,57,-3.1
O=C(NCc1ccco1)C(=O)NCc1ccccc1Cl,-4,6[fluorescence artefact?],-2,7&9,-97&-19,-1.2,1,17,-0.2
NC(=O)COC(=O)/C=C/c1ccc2ccccc2n1,-9,-16,15,5,-3,1.3,-2,-4,-0.1
CC(=O)c1c(NC(=O)c2ccccc2)[nH]c(-c2ccccc2)nc1=S,-9,-27,/,3,22,0.6,-1,-9,1.3
O=C(C[n+]1ccc(-c2nnc3n2CCC3)cc1)c1ccc(Cl)c(Cl)c1,-11,-2,13,5,33,0.9,3,43,1.3
COc1cc(C=O)ccc1OCc1c(C)noc1C,-16,15[fluorescence artefact?],-8,2,-28,0.5,7,0,0.0
CC(C)C(=O)Nc1c(-c2ccccc2)c(=O)c2ccccc2n1C,3,7,-12,1,-31,0.7,/,-4,-0.9
O=[N+]([O-])c1cc(S(=O)(=O)NC2=NCCCCC2)ccc1NCC1CCCCC1,-4,7,10,6,-6,0.5,3,0,1.3
N#C/C(=C\c1ccncc1)c1nc2c(s1)CCCC2,-11,-2,8,12,-38,0.4,3,-37,-0.4
COc1cc(/C=N/NC(=O)c2ccc(-c3ccccc3)cc2)cc(OC)c1OC,3,5[fluorescence artefact?],15,12,-8,0.8,1,2,0.8
CCOC(=O)c1cnc2ccc(C(=O)OC)cc2c1NCc1ccco1,-9,-1,8,10,43,1.2,-1,27,0.9
COc1ccc(C(=O)COc2ncnc3cc(Cl)ccc23)cc1,-28,2,2,10,20,0.7,/,4,0.9

# Molecules above containing a halogen:
SMILES,NPY-Y1 PAM-ag,14-3-3 Bad PPI,PPC-1+TRAIL kill,EP2 antag,EP2 mod,TRPML3 agonist,NPY-Y1 antag,CHOP inhibitor,TRPN1 ag
O=C(NCc1ccco1)C(=O)NCc1ccccc1Cl,-4,6[fluorescence artefact?],-2,7&9,-97&-19,-1.2,1,17,-0.2
O=C(C[n+]1ccc(-c2nnc3n2CCC3)cc1)c1ccc(Cl)c(Cl)c1,-11,-2,13,5,33,0.9,3,43,1.3
COc1ccc(C(=O)COc2ncnc3cc(Cl)ccc23)cc1,-28,2,2,10,20,0.7,/,4,0.9

# (next part)
SMILES,NPY-Y1 PAM-ag,14-3-3 Bad PPI,PPC-1+TRAIL kill,EP2 antag,EP2 mod,TRPML3 agonist,NPY-Y1 antag,CHOP inhibitor,TRPN1 ag
COc1cccc(C(=O)NC2CCN(CC(=O)NCc3ccccc3OC)CC2)c1,-10,-9,14,1,-23,-0.4,1,-2,0.1
Cc1cc(C)cc(NC(=O)CSc2nnc(-c3ccccc3Br)o2)c1,-32,-5,7,4,-12,-0.8,3,60,-1.3
C=CCNC(=O)/C(=C\c1cccc([N+](=O)[O-])c1)NC(=O)c1ccccc1,7,-15,26,4,2,0.3,1,7,0.1
Cc1[nH]c2ccccc2c1/C=C(/C#N)C(=O)NC(C)C,19,-5,20,12,-51,0.5,-1,-2,0.6
Cc1noc(C)c1C(=O)NC(C)c1ccc2c(c1)OCO2 (configuration not stated),11,-18[fluorescence artefact?],19,9,6,0.8,0,-15,0.1
CCN1CCN(CCC(=O)Nc2cccc(OC)c2)CC1,21,13[fluorescence artefact?],10,7,32,0.1,5,-1,3.0
S=C(NC1CC2CCC1C2)N1CCN(c2cccc(Cl)c2)CC1 (configuration not stated),7,-8,2,11,-38,-0.3,-6,25,-0.5
CSc1cccc(NC(=O)CSc2ccccc2)c1,1,-3,46,8,-2,-0.2,5,19,-0.7
COCCNC(=O)Cn1c(=O)n(CCCCCC(=O)NCc2ccc3c(c2)OCO3)c(=O)c2sccc21,0,-7,11,7,-11,0.8,1,-5,-1.1
Fc1cccc(C2CCCCN2Cc2nc(C3CC3)no2)c1 (configuration not stated),14,-9,24,7,32,0.1,-10,47,0.7
O=C(Cc1cc(=O)[nH][nH]1)N/N=C/c1c(Cl)cccc1Cl,8&7,-21&-4,8&6,6&4,15&24,0.3&0.7,0&3,-25&12,1.9&-0.1
Cc1ccc(OCC(=O)Nc2ccc(S(=O)(=O)Nc3ccccn3)cc2)cc1C,20,2,10,4,-17,-0.5,0,23,0.8
CCOC(=O)C1CCCN(C2CC(=O)N(c3ccc(C(C)C)cc3)C2=O)C1 (configuration not stated),4,-11,18,3,6,3.8,3,11,3.7
Cc1ccc(S(=O)(=O)NC2=NCN(CCOC(=O)c3ccc([N+](=O)[O-])cc3)CN2)cc1,18,0[fluorescence artefact?],21,8,-7,0.9,-3,13,1.2
Cc1ccccc1CSc1nnc(-c2ccccn2)n1N,1,10,-1,14,-30,0.8,-2,-21,0.3
CC(=O)c1c(C)[nH]c(C(=O)OCC(=O)N(C)C)c1C,6,-3[fluorescence artefact?],17,6,1,-0.3,-2,-26,0.3
Cc1ccc2c(c1)C(=O)c1ccccc1CS2=O (configuration not stated),16,-27[fluorescence artefact?],6,10,15,0.6,0,23,0.0
COc1ccccc1NS(=O)(=O)c1cc(NC(=O)c2cc(=O)[nH]c3ccccc23)ccc1N1CCOCC1,-7,0,18,2,-14,2.1,/,3,0.9
CCC(C)[C@H](NC(=O)NCc1cccc(OC)c1)C(=O)O (some centres not stated),9,1[fluorescence artefact?],2,5,1,0.8,6,12,0.7
O=C(CN1C(=O)CSc2ccc(S(=O)(=O)N3CCCCC3)cc21)NCc1cccnc1,-8,-8,9,2,29,0.4,-1,38,1.3
CN(C)c1ccc(P(=O)(OCc2ccccc2)C(O)c2ccccc2)cc1 (configuration not stated),-7,2,8,10,40,0.1,/,-12,1.6
C=C(C)COc1ccc(-c2n[nH]c(C)c2-c2ccccc2)c(O)c1,-6,5,7,18,-12,0.5,-14,112*,0.2
CCOC(=O)c1cnc(SCC(=O)Nc2nnc(CC)s2)nc1N,-26,2,-9,5,3,0.1,-4,-29,0.1
CCOC(=O)c1ccc(N/C=C\C(=O)c2cccc(OC)c2)cc1,-20,-6,26,3,6,0.7,3,-46,0.7
CCOC(=O)c1c(NC(=S)NCC2CCCO2)sc(C)c1C (configuration not stated),7,0,6,18,7,-0.8,2,17,-1.9
CCc1cc(=O)oc2cc(OCc3nn[nH]n3)ccc12,-1,9,24,11,26,-0.1,-2,2,1.1
CCCCC/C=N\NC(=O)Cc1ccc([N+](=O)[O-])cc1,-7,10,-1,11,18,0.1,4,2,-0.9
COC(=O)c1ccc(NC(=O)CN2CCN(c3ccccn3)CC2)cc1,-15,-7,0,0,8,0.7,5,3,-0.4
CC(NC(=O)COC(=O)/C=C/c1ccco1)c1ccccc1 (configuration not stated),-3,-3,21,2,1,-1.6,4,-3,-0.8
O=Cc1ccc(-c2cc(Cl)ccc2Cl)[nH]1,-6,-5,-3,9,-9,-1.1,4,12,-3.3
O=[N+]([O-])/C(C(Cl)=C(Cl)Cl)=C(\Nc1ccc(F)cc1)n1cncn1,-16,50[fluorescence artefact?],14,3,28,0.5,7,6,-0.6
O=C(CCCCCN1C(=O)c2cccc3cccc(c23)C1=O)NC1CCS(=O)(=O)C1 (configuration not stated),-14,6,14,5,-11,0.7,/,14,2.0
Cc1ccc([N+](=O)[O-])c(NC2OC(CO)C(O)C2O)c1 (configuration not stated),18,-9,6,4,16,0.6,-7,25,-0.5
COCCn1c(C)c(C(=O)O)sc1=S,-19,-3,24,19,-38,-0.1,7,-4,1.2
CCOC(=O)c1c(NCCN(C)C)c2ccccc2[nH]c1=O,-3,2,5,10,5,0.6,/,-19,0.7
c1ccc(-c2c[n+]3c(n2-c2ccccc2)SCC3)cc1,-2,5,31,5,-27,-0.6,/,-1,0.5
Cc1cccc2c1N(C(=O)CN1C(=O)c3ccccc3C1=O)C(C)(C)c1ssc(=S)c1-2,17,-3[fluorescence artefact?],19,3,20,0.9,-9,1,-0.5
COc1ccc2c(c1)c(=O)c(C(=O)c1ccc(Cl)cc1)cn2CC(=O)Nc1ccc(F)cc1,-21,4,23,9,-12,0.3,1,32,0.4
Cc1ccc(C(NC(N)=O)c2ccccc2)cc1 (configuration not stated),-12,1,-8,-2,-2,0.4,2,21,-0.4
COc1ccc(N2CCN(C(=O)c3cc4c(-c5ccc(Cl)cc5)nn(C)c4s3)CC2)cc1,2,-3,-23,11,-6,0.1,7,51,0.4
COc1cc(NC(=O)CN(C)S(=O)(=O)c2ccc3c(c2)CCC(=O)N3)cc(OC)c1,-6,0,-15,15,-54,-0.8,1,-3,-0.7
Cc1ccc(-c2nnc(SCC(=O)Nc3nccs3)n2N)cc1,9,-4,15,6,-16,-0.2,5,10,-0.7
O=C(O)C1CCCN1C(=O)OCc1ccccc1 (configuration not stated),-24,5,-14,8,35,0.1,1,20,0.5
O=C(CN1C(=O)NC2(CCCCCC2)C1=O)N1CCN(S(=O)(=O)c2ccccc2)CC1,-8,-6,0,6,-4,0.6,4,20,-0.1
CCOC(=O)Cc1csc(NC(=O)c2ccc(Br)o2)n1,18,3[fluorescence artefact?],-2,6,22,1.1,1,-13,2.1
CCCCOc1ccc(-c2nnn(C(C)C(=O)OCC)n2)cc1 (configuration not stated),-14,-1,5,5,-7,-0.1,3,60,1.1
O=C(Nc1ccccc1)N1CC=C(c2ccc(F)cc2)CC1,17,-3,29,19,-12,0.2,1,22,-0.3
O=C(CC1(O)C(=O)N(Cc2cccc3ccccc23)c2ccccc21)c1cccnc1 (configuration not stated),22,5[fluorescence artefact?],2,1,-4,0.2,-4,-1,-0.1
Cc1ccc(-c2nc3cc(N)ccc3o2)cc1,13,-6,63*[5 µM],/,-27,-0.8,-7,102*,-0.1
COc1cccc(C2C=C(Nc3ccccc3)C(=O)N2c2ccccc2)c1 (configuration not stated),15,-7,33,9,24,2.8,3,51,7.5
Cc1ccc(OCCCN2CCOCC2)c([N+](=O)[O-])c1,-29,-15,23,3,21,0.9,3,-18,-0.9
Cc1onc(-c2ccccc2Cl)c1C(=O)N1CCN(c2ccccc2)CC1,-14,-3,-1,2,-14,0.2,2,-19,1.8
CCN(CC)c1nc(Oc2ccc(C(=O)OC)cc2)nc(N2CCOCC2)n1,3,-6,20,2,62*,0.2,4,85*,-3.0
COc1ccc(CN2CCN(Cc3csc(C(C)=O)c3)CC2CCO)c(C)c1C (configuration not stated),-17,37,4,6,-23,0.8,0,25,3.4
CC(=O)Nc1cc(-c2nn(C)c(=O)c3ccccc23)ccc1N1CCCCC1,2,-8,-17,8,-5,1.4,-1,-8,1.5

# An excerpt; count on the stated rates, not on these rows.
